ABHD4 inh: inhibitors of mouse ABHD4; Q8VD66; purified mABHD4, FP-Rh probe fluorescence polarization; inhibition, % at 8.92 µM; 0.54% of 370,000 active; AID 720543;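 active = inhibition exceeding the mean over every tested compound plus 3 SD, cut at about 30% in these data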;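 note: 0% = plate median of compound wells and 100% = S159A mutant with DMSO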
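Assay system: wild-type mouse ABHD4 protein; compound: single nominal dose of 8.92 µM, 0.89% DMSO final; schedule: 45 min + 60 min at 25 °C; measured by: FP readout, ex 525 nm / em 598 nm; evaluation: % inhibition of FP-Rh probe binding versus controls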
PG9 binder: binds the HIV-1 gp120 antibody PG9 | TR-FRET gp120-PG9 antibody binding | inhibition, % at 6.7 µM | 0.43% of 360,000 active | AID 624416; in the data active = inhibition above about 8.5%
rCAG binder: r(CAG) repeat RNA binding; inhibition, % at 3 µM; 1.3% of 370,000 active; TO-PRO-1 dye displacement fluorescence;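 active = inhibition above the plate cutoff, the mean of all test compounds on that plate plus 3 SD, cut at about 35% in these data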;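 note: 0% = DMSO alone and 100% = 100 µM mitoxantrone as full dye displacement; higher means more dye released from RNA so lower well fluorescence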
NPR1 activator: GC-A (human) enzyme activation; P16066; HEK293 GC-A cells, cGMP TR-FRET, EC30 ANP; 0% at EC30 ANP, 100% saturating ANP; activation, % at 10 µM; 0.14% of 370,000 active; AID 1671463; in the data active = activation above about 40%
Target sequence (P16066 whole entry, looked up): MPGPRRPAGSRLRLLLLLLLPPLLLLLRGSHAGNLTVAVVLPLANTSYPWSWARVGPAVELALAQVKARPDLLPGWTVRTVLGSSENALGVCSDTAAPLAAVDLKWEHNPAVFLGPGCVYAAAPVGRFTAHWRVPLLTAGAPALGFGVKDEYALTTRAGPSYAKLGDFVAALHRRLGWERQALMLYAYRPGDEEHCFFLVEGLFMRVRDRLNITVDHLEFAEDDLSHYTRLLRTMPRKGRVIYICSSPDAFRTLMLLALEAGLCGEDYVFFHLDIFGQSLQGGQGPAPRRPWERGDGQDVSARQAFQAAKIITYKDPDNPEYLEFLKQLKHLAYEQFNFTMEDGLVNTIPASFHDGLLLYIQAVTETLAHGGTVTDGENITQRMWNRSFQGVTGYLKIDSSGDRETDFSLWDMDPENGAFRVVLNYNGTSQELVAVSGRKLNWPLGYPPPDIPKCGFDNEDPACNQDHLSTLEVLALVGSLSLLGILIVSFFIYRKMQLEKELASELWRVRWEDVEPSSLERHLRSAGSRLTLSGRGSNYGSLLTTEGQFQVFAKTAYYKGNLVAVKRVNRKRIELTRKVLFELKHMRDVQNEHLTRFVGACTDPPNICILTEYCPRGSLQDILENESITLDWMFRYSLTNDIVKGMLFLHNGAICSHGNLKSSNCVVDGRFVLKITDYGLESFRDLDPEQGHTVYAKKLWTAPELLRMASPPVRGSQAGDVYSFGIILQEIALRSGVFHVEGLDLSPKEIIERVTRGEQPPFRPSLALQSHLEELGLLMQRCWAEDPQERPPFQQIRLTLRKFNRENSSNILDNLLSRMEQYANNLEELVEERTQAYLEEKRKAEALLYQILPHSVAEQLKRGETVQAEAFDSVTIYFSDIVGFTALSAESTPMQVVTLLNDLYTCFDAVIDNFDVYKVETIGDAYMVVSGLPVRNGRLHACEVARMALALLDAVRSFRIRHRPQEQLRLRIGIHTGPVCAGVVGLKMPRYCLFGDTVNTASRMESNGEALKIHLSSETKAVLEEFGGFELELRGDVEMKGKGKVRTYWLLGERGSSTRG
ARFGAP1 inhibitor: inhibitors of rat ARFGAP1. Arfgap1-stimulated ARF1 GTP hydrolysis, GDP FP detection. inhibition, % at 16.5 µM. 0.26% of 360,000 active;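 active = inhibition above a per-plate limit, mean inhibition of low control wells plus 3 SD, cut at about 25% in these data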;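 note: 0% = DMSO wells with enzyme and 100% = wells lacking Arfgap1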
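Assay system: purified rat His6-Arfgap1 residues 1-136 (GAP domain); Reagent: human Δ17 ARF1 bound to GTP; Dosing: 16.5 µM single point, 1.26% DMSO; Times: GTP hydrolysis reaction 2 h at 25 °C; Signal: FP, GDP Alexa 633 tracer displaced from anti-GDP antibody, 620/688 nm; Measure: % inhibition from polarization.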
NPR2 activator: GC-B (human) receptor activation; 0.11% of 370,000 active; HEK293-GC-B cells, CNP EC30, cGMP TR-FRET; 0% at EC30 CNP, 100% saturating CNP; activation, % at 10 µM;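 active = activation at 10 µM reaching about 35% in either raw or pattern-adjusted values, limit read from the data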
NR1D1 modulator: modulates human Rev-erb alpha binding to DNA | P20393 | Rev-erbα–FITC-DNA binding, fluorescence polarization, 90 min | activity, % at 10 µM | 0.79% of 370,000 active;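 active = activity above about 14%, limit read from the data; passing the limit was not always enough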;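 note: 0% = DMSO wells with 35 nM protein and 100% = DMSO wells with 750 nM protein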
ASAP1 GAP inh: ASAP1 ArfGAP inhibition. 0.19% of 360,000 active. inhibition, % at 16.5 µM. ASAP1-stimulated ARF1 GTP hydrolysis, GDP FP detection. Q9ULH1. AID 624377; in the data active = inhibition above about 25%;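 note: 0% = vehicle with enzyme and substrate and 100% = no enzyme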
HTRA1 inh: blocks human HTRA1 serine peptidase; Q92743; recombinant HTRA1, FP-rhodamine activity-based probe, fluorescence polarization; inhibition, % at 5.96 µM; 0.5% of 340,000 active; AID 504803; in the data active = inhibition above about 36%;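 note: 0% = enzyme with DMSO and 100% = wells lacking enzyme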
SMARCA2 act: activators of SMARCA2 function. MG213 cells, MMTV-luciferase reporter, dexamethasone, overnight. activation, % at 9.1 µM. 1% of 370,000 active. AID 652017; in the data active = activation above about 7.8%;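 note: 0% = vehicle wells and 100% = reference activator wells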
Starred values were filed as active, the others as inactive; . = no result given.

Below each SMILES: ABHD4 inh | PG9 binder | rCAG binder | NPR1 activator | ARFGAP1 inhibitor | NPR2 activator | NR1D1 modulator | ASAP1 GAP inh | HTRA1 inh | SMARCA2 act
1: COc1ccc2c(c1)N[C@@](CCNC=O)(c1[nH]c3ccccc3c1CCNC=O)C2=O
→ -2 | . | . | -4 | . | -10 | -6 | . | . | .
2: CC1CCCN(C(=O)CSc2cnc3ccccc3n2)C1 (stereo unspecified)
→ 5 | 30* | -4 | 22 | 2 | 18 | 4 | 8 | 0 | 2
3: Cc1ccc(NC(=O)/C(=C/c2ccncc2)NC(=O)c2ccccc2)cc1
→ 6 | 0.2 | -1 | -3 | -9 | 0 | 3 | 0 | 8 | -2
4: Cc1cc(=O)oc2c(C)c(OC(C)C(=O)Nc3ccc(N4CCC(C)CC4)cc3)ccc12 (stereo unspecified)
→ 0 | 0.5 | 0 | -3 | 2 | 0 | -1 | 4 | 3 | 2
5: CCOc1ccc(NC2=NC(C)(C)N=C(N)N2)cc1
→ 2 | 1.3 | 4 | -4 | -7 | 6 | 5 | 1 | -1 | 0
6: O=c1[nH]c(SCC2CCCCO2)nc2ccccc12 (stereo unspecified)
→ -3 | -3.9 | -1 | 2 | 3 | 6 | 3 | 14 | -2 | 8
7: Cc1nc(SCC(=O)N(C)Cc2ccco2)c2c(C)c(C)sc2n1
→ -1 | 0.0 | 1 | 1 | 4 | 1 | -1 | -7 | 5 | -7
8: Cc1ccc(N(CC(=O)NCCc2ccccc2)C(=O)CCC(=O)Nc2cc(C)ccn2)cc1
→ 4 | 0.8 | -1 | -5 | -1 | -4 | -6 | -1 | -9 | 0
9: O=C(CSc1nnc(CNC(=O)c2ccccc2F)o1)Nc1ccc2c(c1)OCCO2
→ 0 | 0.4 | 0 | 6 | 2 | 7 | -1 | 5 | 2 | -2
10: CCOC(=O)C1=CCN(S(=O)(=O)c2ccc(Br)cc2)C1c1cccc(Br)c1 (stereo unspecified)
→ -5 | -0.3 | 5 | -11 | -1 | -11 | -3 | -5 | . | -5
11: O=C(Cn1nc(Cl)nc1Cl)c1cc2ccccc2oc1=O
→ 2 | -0.4 | 10 | 9 | 9 | 11 | -6 | -10 | 4 | -2
12: Cc1ccc(-n2c(C)cc(C(=O)Cn3nc(C(=O)O)c4ccccc4c3=O)c2C)cc1
→ -22 | -0.2 | 15 | -1 | -1 | 2 | 6 | -10 | -86 | -3
13: CC(/C=N/NC(=O)c1cc(-c2cccnc2)nc2c1c(C)nn2-c1ccccc1)=C\c1ccccc1
→ -5 | -3.7 | 5 | 3 | -4 | 5 | -3 | 8 | -18 | 1
14: CC1(C)CC(=O)C2=C(C1)OC(/N=C/N1CCCC1)=C(C#N)C2c1ccccc1 (stereo unspecified)
→ 1 | 0.5 | -2 | 2 | 8 | 1 | -1 | -10 | -2 | -2
15: Cc1ccc(C(=O)NC(=S)Nc2cccc3nsnc23)cc1
→ -5 | -1.7 | 1 | 8 | 9 | -6 | 5 | 5 | 0 | 3
16: CC(C)[C@H](NC(=O)N1c2ccccc2NC(=O)[C@@H]1C(C)C)C(=O)N[C@H](Cc1ccccc1)C(=O)O
→ -8 | 0.2 | 8 | 0 | 12 | -1 | 4 | 13 | -1 | 2
17: O=C(OCC#CCSc1nnc(-c2cccc3ccccc23)o1)C1CCCC1
→ 2 | . | . | -2 | . | -5 | -5 | . | . | .
18: C[C@@H]1COc2cc(N(C)CCO)ccc2S(=O)(=O)N1
→ 1 | -1.4 | -1 | 0 | 7 | 12 | 6 | 1 | . | -5
19: O=C(COC(=O)c1ccc(O)cc1O)NC1CCS(=O)(=O)C1 (stereo unspecified)
→ 1 | -1.4 | -2 | 8 | -1 | 7 | 4 | 9 | -3 | -4
20: CC(C)CN(C(=O)c1ccc(Br)o1)C1CCS(=O)(=O)C1 (stereo unspecified)
→ -1 | 1.9 | -5 | -2 | 16 | -2 | 0 | 9 | 1 | -3

The final 2 records of the section before come first, to join the parts:
Below each SMILES: ABHD4 inh | PG9 binder | rCAG binder | NPR1 activator | ARFGAP1 inhibitor | NPR2 activator | NR1D1 modulator | ASAP1 GAP inh | HTRA1 inh | SMARCA2 act
19: O=C(COC(=O)c1ccc(O)cc1O)NC1CCS(=O)(=O)C1 (stereo unspecified)
→ 1 | -1.4 | -2 | 8 | -1 | 7 | 4 | 9 | -3 | -4
20: CC(C)CN(C(=O)c1ccc(Br)o1)C1CCS(=O)(=O)C1 (stereo unspecified)
→ -1 | 1.9 | -5 | -2 | 16 | -2 | 0 | 9 | 1 | -3
21: O=C(NCc1ccccc1)C(c1ccco1)N1CCN(C(=O)C2CCCO2)CC1 (stereo unspecified)
→ 9 | -1.6 | 1 | -1 | 2 | -5 | -3 | 4 | . | 3
22: Cc1nc2cc(N3CCOCC3)c(NC(=O)C3CC3)cc2c(=O)n1Cc1ccccc1
→ 3 | 0.6 | -8 | 2 | 18 | 0 | 1 | -9 | -2 | -2
23: COc1ccc(NCc2nnc(SCC(=O)c3ccc(OC)cc3)o2)cc1
→ 9 | 1.1 | 10 | -3 | -10 | -14 | 3 | 16 | -5 | 5
24: COC(=O)/C=C/C(=O)Nc1ccc(O)c(Cl)c1
→ 18 | -0.2 | 5 | -6 | 2 | -10 | -3 | -9 | 14 | 2
25: Cc1ccc(CCNC(=O)C2CCC(=O)N2Cc2cccnc2)cc1 (stereo unspecified)
→ -1 | -0.2 | -1 | -1 | 4 | 7 | 0 | -4 | 2 | -1
26: COc1ccc(/C=C(/NC(=O)c2ccco2)C(=O)NCc2ccco2)cc1OC
→ 3 | 1.6 | -1 | -2 | 0 | 2 | -4 | 9 | 5 | -2
27: Cc1ccc(-c2nnc(-c3ccc4ccccc4c3)o2)cc1
→ -8 | -1.0 | 3 | -6 | -5 | -2 | -14 | -8 | -25 | 3
28: O=C(CSc1nc(=O)n2ccccc2n1)NCc1ccc2c(c1)OCO2
→ 1 | -1.3 | 1 | 1 | 5 | -2 | 8 | 4 | 4 | -1
29: COc1ccc(C(C)=O)cc1COC(=O)CCNS(=O)(=O)c1ccc(C(C)=O)cc1
→ -3 | -1.0 | 0 | -1 | 2 | -3 | -4 | -3 | -9 | -1
30: O=C(CCN=C1NS(=O)(=O)c2ccccc21)Nc1ccc(F)cc1Cl
→ 0 | 2.1 | 5 | -2 | -5 | 3 | -6 | -10 | -1 | 1
31: Cc1cc(S(=O)(=O)N2CCOCC2)ccc1F
→ -13 | -0.7 | 6 | -1 | -5 | 5 | -3 | 10 | 13 | -3
32: Cc1ccc(SCC(=O)OC(C)C(=O)NCc2ccccc2)cc1 (stereo unspecified)
→ 4 | 0.9 | -8 | 1 | 12 | -7 | 3 | 6 | -1 | -2
33: Cc1[nH]nc(C(=O)NN=Cc2ccccc2Cl)c1N=NN(C)C
→ -5 | -0.9 | 4 | -2 | 2 | 0 | -2 | -3 | -4 | 0
34: CC(C)(C)c1cc(Br)ccc1OCC(=O)Nc1ncn[nH]1
→ -2 | 0.3 | 0 | -2 | -9 | 3 | 1 | 5 | 0 | -1
35: CC(=O)Nc1ccc(C(=O)OC2CCOC2=O)cc1 (stereo unspecified)
→ 6 | 0.2 | 4 | 4 | 2 | -3 | -1 | 8 | -4 | -4
36: COCC(=O)N[C@H]1C[C@@H]2O[C@@H](CO)CC[C@@H]2O[C@@H]1CCc1ccc(-c2ccccc2)cc1
→ 4 | . | 4 | 5 | . | 1 | -4 | . | . | -2
37: C=CCNC(=S)NCc1cccnc1
→ 6 | -0.9 | 1 | -3 | 3 | -5 | 5 | -1 | 3 | -2
38: CC(c1nccs1)N(C)c1nc2nonc2nc1N(C)C (stereo unspecified)
→ -2 | -1.5 | 1 | 4 | -11 | 4 | 0 | -6 | 6 | -5
39: CC(=O)SC(C[N+](=O)[O-])c1cn(C(C)=O)c2ccccc12 (stereo unspecified)
→ 18 | -3.4 | 15 | 21 | 0 | -4 | 0 | -6 | 3 | 2
40: O=C(CNC(=O)c1cccs1)N/N=C/c1ccc(Cl)cc1
→ -8 | 0.1 | 0 | 11 | 5 | 3 | 5 | -3 | -1 | 0
41: Cc1ccc(S(=O)(=O)CCC(=O)N2CCN(c3ccc(Cl)cc3)CC2)cc1
→ 4 | 0.2 | -6 | 0 | -9 | 0 | -5 | 4 | 2 | -4
42: COc1ccc(C(C)(O)c2nc(-c3ccncc3)cs2)cc1 (stereo unspecified)
→ 1 | -0.2 | 0 | -6 | -4 | 1 | 2 | 8 | . | -6
43: CCN(Cc1ccc(N(C)C)cc1)C(C)C(=O)Nc1ccc(S(=O)(=O)N2CCCC2)cc1 (stereo unspecified)
→ 0 | -3.5 | 2 | 0 | 1 | -1 | 3 | -9 | 5 | -2
44: N#CCCn1cc(/C=N/NC(N)=S)c(-c2ccc(Br)cc2)n1
→ 0 | 0.2 | 1 | -8 | 11 | 55* | -4 | 6 | -2 | 0
45: CCc1ccc(OCc2nnc(SCCN3CCOCC3)n2CC)cc1
→ 5 | 1.4 | -10 | 4 | 3 | 3 | 0 | 7 | 1 | -3
46: Cc1ccc(SCc2c(C(=O)N/N=C/c3ccc(C)o3)nnn2-c2nonc2N)cc1
→ -9 | -2.5 | 10 | -1 | 3 | 0 | -5 | 0 | -30 | -2
47: O=C(CCn1nc(-c2ccc(Cl)cc2)ccc1=O)N1CCN(c2ccccc2)CC1
→ -2 | -2.0 | -7 | -14 | -2 | -8 | 2 | -2 | -4 | -3
48: CN(C)S(=O)(=O)c1ccc(N2CCCC2)c(C(=O)Nc2ccccc2N2CCOCC2)c1
→ 7 | 0.6 | -2 | -6 | 6 | 11 | -1 | -6 | 12 | -2
49: CCOc1ccc(CCNC(=O)c2ccc(=O)[nH]c2)cc1OCC
→ 2 | -2.3 | -6 | 1 | 3 | -3 | -4 | -16 | -2 | -1
50: O=C(O)c1ccc(N/N=C/c2ccnc3ccccc23)cc1
→ 7 | -20 | 4 | -5 | -1 | -10 | -2 | 4 | -5 | 3
51: COC(=O)C1C(c2ccccc2)C(C(=O)O)C1c1ccccc1 (stereo unspecified)
→ 1 | -1.6 | -4 | 0 | 6 | -4 | -2 | -5 | 5 | -3
52: O=C(NN1C(=O)c2cc(Br)ccc2NC1c1cc(Br)cc(Br)c1O)c1ccncc1 (stereo unspecified)
→ 7 | 0.7 | 51* | -8 | 8 | -11 | -6 | -4 | 6 | -1
53: Cc1ccc(-n2c(=O)c(C#N)cc3c(=O)n4ccccc4nc32)cc1C
→ -5 | -1.5 | 2 | 1 | 5 | 0 | -5 | 10 | 2 | 0
54: Cc1ccc(-c2cc(C(=O)N3CCCC(C(F)(F)F)C3)c3ccccc3n2)o1 (stereo unspecified)
→ 1 | -0.4 | -3 | 9 | 12 | 1 | -3 | -3 | -10 | 3
55: COc1cccc(/C=N/NC(=S)NCc2ccco2)c1OC
→ 8 | -1.2 | -3 | 3 | 7 | -4 | -5 | -4 | -6 | 0
56: CC(C)=C(NC(=O)c1ccccc1)C(=O)N/N=C(\C)c1ccccc1O
→ 11 | -0.4 | 1 | 0 | -1 | 5 | -2 | 6 | -1 | -3
57: O=C(/C=C/c1ccccc1)NCc1ccco1
→ 1 | -3.2 | 1 | -1 | -9 | -3 | 4 | 9 | 0 | 5
58: Cc1ccsc1CNS(=O)(=O)c1ccc(F)cc1
→ 0 | -0.6 | -1 | 1 | 2 | 4 | -4 | 7 | 4 | -1

Compound activity deposited in PubChem by several laboratories.
